MEKK2 mut-MEK5: MEK5 binding signal on mutant MEKK2 PB1, primary screen, biochemical, multiplex bead flow cytometry, Alexa488-MEK5; Alexa488-MEK5 binding to MEKK2 mutant; percent response, % at 10 µM; 290,000 compounds, 0.35% hits; in the data active = percent response above about 24%, passing the limit was not always enough; note: inactives centre near 1; some results filed as inactive read as strong as hits; reference of the scale not given here
UBC9 SUMO inh: inhibitors of in vitro SUMOylation cascade, primary screen, biochemical, HTRF, uHTS. 290,000 compounds, 0.36% hits. HTRF SUMOylation assay, SAE1/SAE2 + UBC9. inhibition, % at 35 µM. SUMO-conjugating enzyme UBC9 (Homo sapiens), P63279; in the data active = inhibition above about 50%, passing the limit was not always enough; note: strong numbers were not always called active
MEKK3 PB1 HTS: modulators of MEKK3-MEK5 PB1 binding, primary screen, biochemical, wildtype MEKK3, multiplex bead flow cytometry, Alexa488-MEK5 | Mitogen-activated protein kinase kinase kinase 3 (Homo sapiens), Q99759 | bead-based flow cytometry, Alexa488-MEK5 binding to MEKK3; actives lie on both sides; 0 = blocked by unlabeled MEK5, 100 = vehicle | binding response (% of control), % at 10 µM | 290,000 compounds, 1.4% hits;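 active = binding response more than 3 SD above or below the average of its plate-row segment, actives on both sides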;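 note: Alexa488 bead fluorescence after subtracting the streptavidin-only scavenger bead signal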
MEKK2wt PB1 HTS: modulators of MEK5 binding to wildtype MEKK2, primary screen, biochemical, multiplex bead flow cytometry, Alexa488-MEK5; Mitogen-activated protein kinase kinase kinase 2 (Homo sapiens), Q9Y2U5; binding response (% of control), % at 10 µM; AID 1531, 2009; Alexa488-MEK5 binding to MEKK2 WT; actives lie on both sides; 290,000 compounds, 1.1% hits; in the data active = binding response below about 67% or above about 130%
PfM18AAP inh: PfM18AAP inhibitors, malaria aminopeptidase, primary screen, biochemical, QFRET, recombinant enzyme. inhibition, % at 7.35 µM. 290,000 compounds, 1.2% hits. AID 1822, 2009. H-Glu-NHMec fluorogenic cleavage;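 active = inhibition above the campaign mean inhibition over all tested compounds plus 3 SD, cut at about 28% in these data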;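 note: 0% = plate median of test compound wells and 100% = 2 mM ZnCl2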
IDE act: human IDE activators in live cells, primary screen, fluorescence polarization, HEK cells, FAbeta-B substrate | Insulin-degrading enzyme (Homo sapiens), P14735 | FAbeta-B cleavage; 0% vehicle, 100% cell-free pure enzyme wells | activation, % at 5.96 µM | 340,000 compounds, 0.073% hits;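 active = activation above the mean of all tested compounds plus 3 SD, set per screening campaign, cut at about 17% in these data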
Target sequence (P14735 whole entry, looked up): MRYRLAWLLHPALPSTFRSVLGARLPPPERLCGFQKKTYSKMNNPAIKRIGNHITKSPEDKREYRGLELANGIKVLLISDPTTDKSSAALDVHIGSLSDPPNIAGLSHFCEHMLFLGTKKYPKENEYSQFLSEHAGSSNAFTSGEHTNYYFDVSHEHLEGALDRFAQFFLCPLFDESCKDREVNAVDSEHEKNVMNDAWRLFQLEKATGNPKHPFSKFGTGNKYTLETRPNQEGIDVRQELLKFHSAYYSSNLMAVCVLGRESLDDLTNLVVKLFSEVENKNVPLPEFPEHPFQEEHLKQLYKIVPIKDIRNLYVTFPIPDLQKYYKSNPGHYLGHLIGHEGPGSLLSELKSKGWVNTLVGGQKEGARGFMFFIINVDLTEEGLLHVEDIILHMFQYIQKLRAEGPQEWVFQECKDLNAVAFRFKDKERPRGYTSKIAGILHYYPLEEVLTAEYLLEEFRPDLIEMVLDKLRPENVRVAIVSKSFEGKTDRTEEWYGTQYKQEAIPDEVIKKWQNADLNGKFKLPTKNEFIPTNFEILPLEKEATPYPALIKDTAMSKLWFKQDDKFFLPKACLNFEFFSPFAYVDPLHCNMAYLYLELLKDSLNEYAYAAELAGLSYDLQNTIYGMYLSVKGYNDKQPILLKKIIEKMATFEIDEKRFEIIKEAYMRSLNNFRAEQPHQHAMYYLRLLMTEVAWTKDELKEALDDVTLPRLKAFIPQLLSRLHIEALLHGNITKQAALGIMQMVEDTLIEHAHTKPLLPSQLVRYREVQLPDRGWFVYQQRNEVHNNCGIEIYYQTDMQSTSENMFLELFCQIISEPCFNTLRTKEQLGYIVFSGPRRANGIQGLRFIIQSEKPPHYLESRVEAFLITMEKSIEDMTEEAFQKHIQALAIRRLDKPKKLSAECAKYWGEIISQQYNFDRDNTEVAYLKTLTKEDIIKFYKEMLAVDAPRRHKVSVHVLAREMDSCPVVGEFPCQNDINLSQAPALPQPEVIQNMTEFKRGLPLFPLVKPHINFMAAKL
IDE inh: human IDE inhibitors in live cells, primary screen, fluorescence polarization, HEK cells, FAbetaB substrate. Insulin-degrading enzyme (Homo sapiens), P14735. FAbetaB cleavage. inhibition, % at 5.59 µM. 320,000 compounds, 0.41% hits. AID 434962, 2010;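 active = percent inhibition above the average of all tested compounds plus 3 SD, set per screening campaign, cut at about 16% in these data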;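 note: IDE supplied by intact live HEK cells; FP after avidin binding of uncleaved biotin substrate so inhibition keeps polarization high; 0% = DMSO wells and 100% = 60 µM reference IDE inhibitor Ii1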
NALP1 yeast inh: NALP1 inflammasome inhibitors in reconstituted yeast, colorimetric, S. cerevisiae, triplicate retest; S. cerevisiae NALP1/ASC/caspase-1 growth, X-gal OD620, 72 h; inhibition, % at 10 µM; 280,000 compounds, 0.61% hits; AID 2071, 2009; in the data active = inhibition mostly above about 24%, no sharp cut-off; inactive = mostly below about 32%; note: some compounds called inactive have numbers as strong as hits
pCIP destab: p/CIP-EGFP fusion destabilizers, primary screen, fluorescence, F442A cells | 290,000 compounds, 0.01% hits | Q05BA5 | decrease of EGFP signal, % at 10 µM | 16 h;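 active = EGFP signal decrease of at least 30% at 10 µM or well 3 SD below plate mean, unless failing retest; inactive = the rest, including hits failing retest or dose response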; note: some compounds called inactive have numbers as strong as hits; many of its hits are not listed in these tables
Starred values were filed as active, the others as inactive; x = no result given. Not all compounds are listed; the hit share may differ from the screen's.

SMILES	MEKK2 mut-MEK5	UBC9 SUMO inh	MEKK3 PB1 HTS	MEKK2wt PB1 HTS	PfM18AAP inh	IDE act	IDE inh	NALP1 yeast inh	pCIP destab
Cn1c(=O)c2c(SCC(=O)NCC3CCCO3)nc(-c3ccccc3Cl)nc2n(C)c1=O (stereo not drawn)	4.0	8.9	100.0	103.0	-0.5	1.3	-6.0	0.6	-6.3
COC(=O)c1ccc(N/C=C/C(=O)c2ccc(OC)c(OC)c2)cc1	2.0	18.7	100.0	97.0	1.9	-0.1	1.9	17.2	-4.1
O=C(Cn1cncn1)NCc1ccc(Cl)cc1	-1.0	-21.0	97.0	99.0	-0.4	3.1	-1.4	24.6	-8.1
COc1cccc(CNC(=O)CCC2CCCN(c3cc(C)nc(N4CCCC4)n3)C2)c1 (stereo not drawn)	-1.0	4.2	93.0	96.0	-5.5	-4.5	-0.9	6.4	-6.3
CC(C)n1c(NCc2ccc(Cl)cc2)nc2ccccc21	9.0	-2.5	107.0	108.0	1.4	-1.7	8.2	x	7.4
COc1ccc(NC(=O)Nc2c(C)n(C)n(-c3ccccc3)c2=O)cc1OC	-2.0	10.4	102.0	100.0	2.2	6.2	-0.7	17.1	3.9
COc1ccc(C(=O)N2CCCCCC2)cc1OC1CCN(C(C)C)CC1	9.0	5.3	100.0	109.0	-4.3	2.6	-0.4	3.4	2.9
COc1ccc(CCNC(=O)CSc2ccc(Br)cc2)cc1OC	-1.0	-8.5	118.0	111.0	0.3	-3.0	-2.1	-0.1	1.6
c1ccc(CN=C2NN=C(c3cc4ccccc4o3)CS2)cc1	-3.0	-5.0	98.0	98.0	8.7	4.8	-0.3	42.8	7.1
N/C(=N\OC(=O)Cc1ccc([N+](=O)[O-])cc1)c1cccc(Br)c1	0.0	10.2	104.0	102.0	1.6	3.6	-1.0	-1.4	-6.5
NC(=O)CSc1nc2c(sc(=S)n2-c2ccccc2)c(=O)[nH]1	2.0	-1.7	101.0	101.0	0.4	1.9	x	-12.1	8.4
Cc1c(C(=O)N2CCN(c3ccccc3F)CC2)oc2c1C(=O)CC(C)(C)C2	4.0	-2.3	102.0	102.0	-9.2	6.0	-4.7	8.1	-0.1
CN(C)c1ccc(C(=S)N2CCN(S(=O)(=O)c3ccccc3)CC2)cc1	-9.0	-14.7	98.0	95.0	7.0	-1.6	-1.4	10.2	-8.5
COc1ccc(-c2cc(C(=O)Nc3c(C)n(C)n(-c4ccccc4)c3=O)c3ccccc3n2)cc1	-1.0	19.6	103.0	101.0	-0.7	-0.5	2.5	8.6	-1.1
COC(=O)CCC(=O)OC1(C)C(=O)C=C2C=C(C3CC3)N(CC(C)C)C=C2C1=O (stereo not drawn)	4.0	3.0	116.0	128.0	x	x	x	x	-6.7
c1coc(-c2nc3c4c5c(sc4ncn3n2)CCCC5)c1	4.0	23.0	101.0	102.0	-3.0	3.5	4.2	19.4	-11.0
O=c1nc2c(-c3ccccc3F)n[nH]n2c2ccccc12	5.0	30.8	107.0	106.0	-2.1	2.3	-3.5	5.6	3.0
Cc1cc(C)n(Cc2cccc(C(=O)N/N=C/c3ccncc3)c2)n1	6.0	2.4	103.0	107.0	-16.5	6.0	-2.5	12.8	-22.1
CC(=O)Nc1ccccc1NC(=O)CN(C)S(=O)(=O)c1ccc(C)cc1	4.0	-5.3	115.0	117.0	0.3	3.1	-0.6	24.4	-10.4
CCN(CC)S(=O)(=O)c1ccc(NCCc2ccccn2)nc1	1.0	11.4	101.0	102.0	1.7	2.5	-0.7	30.3	-6.4

The final 4 records of the section above are carried over, then new ones follow:
SMILES	MEKK2 mut-MEK5	UBC9 SUMO inh	MEKK3 PB1 HTS	MEKK2wt PB1 HTS	PfM18AAP inh	IDE act	IDE inh	NALP1 yeast inh	pCIP destab
O=c1nc2c(-c3ccccc3F)n[nH]n2c2ccccc12	5.0	30.8	107.0	106.0	-2.1	2.3	-3.5	5.6	3.0
Cc1cc(C)n(Cc2cccc(C(=O)N/N=C/c3ccncc3)c2)n1	6.0	2.4	103.0	107.0	-16.5	6.0	-2.5	12.8	-22.1
CC(=O)Nc1ccccc1NC(=O)CN(C)S(=O)(=O)c1ccc(C)cc1	4.0	-5.3	115.0	117.0	0.3	3.1	-0.6	24.4	-10.4
CCN(CC)S(=O)(=O)c1ccc(NCCc2ccccn2)nc1	1.0	11.4	101.0	102.0	1.7	2.5	-0.7	30.3	-6.4
COc1ccc2c(C=O)cn(C)c2c1	-5.0	-7.9	91.0	97.0	-1.2	-0.2	-1.7	-10.7	7.9
CCOc1ccc(C(=O)NC2CCN(C(=O)NCc3ccccc3)CC2)cc1	-4.0	22.4	90.0	91.0	1.3	4.2	10.8	18.4	-5.2
CCOC(=O)c1c(N)sc(C(=O)OC)c1C	0.0	-3.2	100.0	101.0	3.2	-1.1	-2.4	18.1	-0.9
O=S(=O)(c1ccccc1)N1CCN(c2nnnn2-c2ccccc2)CC1	5.0	-1.2	110.0	107.0	-5.7	3.0	-5.8	11.4	2.3
COc1cc2oc3ccccc3c2cc1N(CC(=O)N1CCCCC1)S(=O)(=O)c1ccc(C)cc1	-4.0	0.2	101.0	99.0	-6.0	1.4	1.9	9.4	-3.7
C=CC[N+](C)(C)CCN1C(=O)C2C(c3ccccc3)C=CC(c3ccccc3)C2C1=O (stereo not drawn)	-10.0	-2.0	58.0	76.0	-17.1	0.1	-0.9	27.2	-3.6
Cn1c(N2CCN(S(=O)(=O)c3ccc(F)cc3)CC2)nc2ccccc21	-13.0	10.8	98.0	87.0	-12.3	6.0	0.5	-2.2	-6.4
O=C(Nc1ccc(OCc2ccccc2)cc1)Nc1ccccc1C(=O)NCCCN1CCOCC1	5.0	19.8	101.0	113.0	-9.5	-4.5	2.9	7.7	4.3
CCCCCOc1ccc(C(C)(O)C(CN2CCOCC2)c2ccccc2)cc1 (stereo not drawn)	5.0	-2.5	104.0	102.0	-9.5	-2.9	-17.1	34.6	-10.7
c1cc2c(cc1-n1cnnn1)OCO2	-3.0	-10.4	102.0	96.0	-3.0	-0.8	0.9	20.3	11.3
CC(=O)NC12CC3CC(C1)CC(C(=O)OCC(=O)Nc1ncc(Cl)cc1Cl)(C3)C2	-2.0	x	90.0	100.0	1.6	0.7	0.3	x	x
CCN(CC)CCNc1c2c(c(C#N)c3nc4ccccc4n13)CCCC2	1.0	15.0	102.0	98.0	-1.3	-3.8	-4.8	27.6	-2.1
NC(=NCCc1ccc(Cl)cc1)NS(=O)(=O)c1ccc(F)cc1	0.0	-7.2	100.0	99.0	-8.8	3.9	-1.5	45.4	-3.6
CCCS(=O)(=O)N1CCN(C(=O)COc2ccccc2)CC1	13.0	25.0	105.0	107.0	-6.0	3.6	-2.5	12.2	3.4
O=C(NCCCn1ccnc1)c1ccc2c(c1)OCCO2	-8.0	-30.8	93.0	93.0	2.0	5.0	0.3	0.3	12.6
O=C(CCN1C(=O)/C(=C/c2ccc(Cl)cc2)SC1=S)Nc1cccnc1	3.0	-0.6	103.0	103.0	-12.9	3.2	2.1	23.1	-15.4
O=C1CCCc2nc(N3CCN(Cc4ccccc4)CC3)ncc21	-2.0	14.6	96.0	96.0	-7.3	-4.1	-7.0	5.3	-4.5
O=C(Cn1c(=O)sc2ccccc21)Nc1ccc(O)cc1	-1.0	-7.1	97.0	92.0	7.0	-2.7	7.1	6.4	16.8
COc1ccc(Br)cc1S(=O)(=O)N(CC(=O)N1CCOCC1)c1ccccc1	1.0	-22.7	101.0	99.0	-10.8	1.9	5.3	5.8	4.8
COc1cc2c(cc1OC)C(c1cc3ccc(C)cc3[nH]c1=O)N(C(=O)c1ccco1)CC2 (stereo not drawn)	6.0	-6.0	101.0	104.0	-2.2	-2.6	3.4	13.5	4.3
NC(=O)c1ccc[n+](CC(=O)c2cccc([N+](=O)[O-])c2)c1	12.0	14.3	110.0	108.0	-3.0	1.6	2.0	9.3	-8.0
Cc1ccc(NC(=O)c2ccsc2)cc1NS(C)(=O)=O	7.0	8.9	103.0	102.0	6.2	3.5	3.3	4.7	-5.1
CC1CCN(C(=O)Cn2cc(C#N)c3ccccc32)CC1	12.0	-20.4	103.0	108.0	-4.4	1.0	-5.8	-3.1	0.9
O=C(Nc1ccccc1)Nc1ccccc1NS(=O)(=O)c1cccs1	-3.0	17.2	92.0	93.0	-5.1	-2.0	-5.7	24.4	-4.4
CCOCCCNC(=O)C(c1ccc(Cl)cc1)N(Cc1cccs1)C(=O)c1ccccn1 (stereo not drawn)	-4.0	3.8	95.0	88.0	-5.2	6.6	0.1	10.5	2.0
OC(CNC1Cc2ccccc2C1)COc1ccc(Cl)cc1 (stereo not drawn)	26.0	7.7	122.0	121.0	-5.6	-7.3	-1.8	x	-0.3
CCC(=O)N1CCCc2ccccc21	-2.0	4.4	95.0	95.0	0.9	5.2	-2.3	x	0.1
Cn1c(C(=O)O)ccc1S(=O)(=O)N1CCCCCC1	-1.0	16.1	98.0	101.0	9.5	4.5	1.5	7.7	-12.4
CCOc1ccc(-n2c(=O)cc(N3CCN(c4ccccc4)CC3)[nH]c2=O)cc1	-8.0	5.0	90.0	94.0	-4.5	-0.8	-10.2	9.6	4.8
CCCNCc1cc(OCC)c(OCC(N)=O)cc1Br	9.0	-2.7	111.0	112.0	7.8	1.3	-2.5	15.6	-2.5
N#Cc1c2n(c3c(=O)n(Cc4ccccc4)cnc13)CCCC2	-3.0	-8.3	98.0	96.0	0.9	6.4	-0.6	-19.8	2.8
CCc1ccccc1NC(=S)NCC1CCN(c2ccc(OC)cc2)C1 (stereo not drawn)	-2.0	0.8	108.0	101.0	17.8	-1.2	8.1	x	-5.0
N#Cc1c(NC(=O)COC(=O)C2CC3C=CC2C3)oc(-c2ccccc2)c1-c1ccccc1 (stereo not drawn)	3.0	-1.2	104.0	100.0	-0.8	6.0	-5.4	4.2	-1.7
CCSc1nnc(Cc2cc(=O)[nH]c(=O)[nH]2)n1-c1ccc(F)cc1	5.0	6.6	116.0	113.0	-2.9	3.6	-3.2	11.8	-8.9
COC(=O)c1ccc(OCC(=O)c2ccccc2OC)cc1	-3.0	-6.2	99.0	99.0	-7.7	-1.0	1.8	20.1	1.4
CCOC(=O)N1CCN(C(=O)CN2C(=O)CC(C)(C)S(=O)(=O)c3ccccc32)CC1	-5.0	-2.8	93.0	91.0	-0.4	1.0	1.1	6.8	3.9
c1ccc(CN2CCN(C(c3ccccc3)c3ccccc3)CC2)cc1	14.0	-9.9	101.0	116.0	-1.0	-3.3	7.1	-27.7	3.1
NS(=O)(=O)c1ccc(CCN2C(=O)/C(=C\c3ccc(Cl)cc3)SC2=S)cc1	-2.0	16.1	101.0	98.0	-6.6	3.7	8.9	36.0	-14.3
O=C(NCc1ccccc1Br)c1ccc2c(c1)OCCO2	1.0	10.4	105.0	102.0	1.9	-0.1	0.5	14.3	-12.7

Screening data from PubChem BioAssay.
